# FN deposit inh – fibronectin deposition inhibition; AH1F fibroblasts, Alexa488-fibronectin deposition fluorescence, overnight; inhibition, % at 12.6 µM; hit rate 0.086% among 350,000;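 active means mean inhibition across replicates of 30% or more, regardless of how many single replicates reach that level; inconclusive means mean under 30% yet at least half of replicates reach 30%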;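 further: positive control wells lacked labelled fibronectin entirely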
#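 Material: AH1F fibroblasts assembling fluorescent fibronectin matrix; amount: 10000 AH1F cells/well; medium: DMEM, 2% serum; reagent: Alexa488-fibronectin, 24 nM final in well; dosing: single compound dose, delivered by pin transfer; incubation: 1 h adhesion, overnight exposure; detection: fluorescence after three HBSS washes, excitation 485 nm, emission 525 nm; measure: fibronectin deposition inhibition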
# miR122 inh – blocks miR-122 activity in Huh7 sensor cells | Huh7 miR-122 Renilla luciferase sensor, 48 h; neutral wells = 0, positive control = 100 | activation (reporter increase), % at 12.5 µM | hit rate 0.3% among 340,000;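 active means mean replicate activation score at least 90 and every replicate individually at or above 90; inconclusive means only one of the two criteria met; inactive means neither criterion met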;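 further: higher luciferase means less miR-122 activity so hits act as miR-122 inhibitors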
# Cneo AK release – Cryptococcus neoformans lysis via adenylate kinase release; C. neoformans lysis, adenylate kinase release luminescence, 4 h; normalised: neutral wells 0, clomiphene wells 100; lysis activity, % at 15 µM; hit rate 0.2% among 360,000; AID 651654;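 active means mean lysis activity across replicates of at least 80%, whatever share of replicates individually reach that level; inactive means mean lysis activity below 80%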
#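 Assay system: C. neoformans cells. Amount: yeast cell density of 5 × 10^6 cells/mL. Technique: AK luminescence. Buffer or medium: YPD. Times: static 4 h at 37 °C with compound, 1 h detection. Dosing: single-point compound dose. Read-out: lysis from increased AK signal.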
# INS-1E GSIS act – primary screen for activators of insulin secretion dependent on glucose, INS-1E cells, GLuc reporter luminescence; INS-1E GLuc reporter insulin secretion, 2-3 h; activation, % at 16.6 µM; hit rate 0.61% among 370,000;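 active means lowest replicate activation of at least 40%, so every replicate reaches that level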;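 further: 0% = median of neutral control wells and 100% = median of IBMX positive control wells; some compounds called inactive have numbers as strong as hits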
# PGC1a acetyl inh – modulators of PGC1a acetylation; U2OS PGC1a acetylation, AlphaScreen anti-acetyl-lysine; with virally co-expressed GCN5 acetyltransferase; hit rate 0.17% among 350,000; AID 651687; inhibition, % at 15.6 µM;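 active means every replicate shows inhibition of at least 40%; inconclusive means mean inhibition at least 40% but some replicate below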;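 further: 0% = neutral control wells and 100% = positive control wells; some results beyond the cut were filed as inactive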
# PglD inh – inhibitors of Campylobacter jejuni PglD acetyltransferase; purified PglD enzyme, DTNB colorimetric CoA detection; inhibition, % at 12.5 µM; hit rate 0.098% among 360,000; in the data active means inhibition above about 16%, passing the limit was not always enough; inconclusive means no clear call, values can overlap the other calls; further: strong numbers were not always called active
# Statin myotox sup – suppressors of simvastatin-induced myotoxicity in C2C12 myotubes; hit rate 0.78% among 330,000; ATP luminescence, 48 h; scaled: DMSO 0, geranylgeraniol control 100; rescue of ATP level, % at 7.49 µM;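 active means mean ATP rescue above about 67%, or every replicate alone reaching that limit, limit read from the data, passing the limit was not always enough; inconclusive means no clear call, values can overlap the other calls; inactive means mean under the limit and some replicate under it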;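 further: myotubes were challenged with 10 µM simvastatin during compound exposure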
# CFTR F508del cor – correctors of CFTR F508del function in bronchial epithelial cells; activity (quench increase), % at 7.58 µM; CFBE cells, YFP halide quenching; stimulated with forskolin plus potentiator P3; % fluorescence drop versus neutral controls; hit rate 0.36% among 350,000;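 active means mean added fluorescence quench of at least 8% versus neutral control, with both replicates also reaching 8%; inconclusive means only one of the mean or replicate conditions met; inactive means mean below 8% and not both replicates reaching 8%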;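 further: cells transiently co-express mutant CFTR-F508del with the halide-sensitive YFP; corrector assay measuring rescue of mutant channel to the surface after 24 h compound exposure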
# Active calls of the source: *; ? = inconclusive; . = not tested or not shown; [ ] = remark or other dose.
1) CSCCC(NC(=O)/C(=C\c1ccc(Cl)cc1)NC(=O)c1ccccc1)C(=O)O (stereo not drawn)
2) Cc1ccc2nc(SCC(=O)N(C)C3CCS(=O)(=O)C3)[nH]c2c1 (stereo not drawn)
3) NC(=O)C(c1ncc(C(F)(F)F)cc1Cl)c1c(Cl)cccc1Cl (stereo not drawn)
4) C=CCN(c1ccccc1C(=O)O)S(=O)(=O)/C=C/c1ccccc1
5) Cc1ccccc1C(=O)c1ccc2c(c1)n(C)c(=O)n2C
6) CN1CCN(C(=O)CCN2C(=O)/C(=C\c3ccc(F)cc3)SC2=S)CC1
7) O=C(NCc1nnc(SCC(=O)N2CCCCC2)o1)c1c(F)cccc1F
8) CC(=O)c1cccc(NC(=O)C(C)OC(=O)c2cccc(-n3cnnn3)c2)c1 (stereo not drawn)
Screen / compound no.	1	2	3	4	5	6	7	8
FN deposit inh	12	1	0	.	.	.	0	.
miR122 inh	1	2	-9	-8	4	1	2	-5
Cneo AK release	.	-2	1	1	-6	0	5	-1
INS-1E GSIS act	4	35	.	0	.	.	.	-14
PGC1a acetyl inh	2	-3	.	.	13	4	.	8
PglD inh	.	-3	-5	-1	4	-2	-1	4
Statin myotox sup	.	-6	3	7	8	-2	-10	1
CFTR F508del cor	0.1	0.4	.	2.3	.	-1.6	0.3	0.8

9) CSc1nnc2n(-c3ccccc3)c(=O)c3c4c(sc3n12)CCC4
10) Cc1ccc(C(=O)N2CCOCC2)cc1S(=O)(=O)N1CCCC1
11) C=C(C)Cn1c2ccc(NC(=O)NCc3ccccc3)cc2c(=O)n1C
12) COc1ccc(S(=O)(=O)N(C)C[C@H]2OCCCC[C@H](C)Oc3ccc(NC(=O)NC(C)C)cc3C(=O)N([C@H](C)CO)C[C@@H]2C)cc1
13) Cc1ccccc1-c1ccc([C@@H]2[C@H](CO)N3CCCCN(CC4CCOCC4)C[C@@H]23)cc1
14) Nc1nnnn1CC(=O)N/N=C/c1cc([N+](=O)[O-])ccc1Cl
15) O=C(CN(C(=O)c1csnn1)c1cccc(Cl)c1)NC1CCCCC1
16) C[C@@H]1CN([C@H](C)CO)C(=O)c2cc(NC(=O)NC3CCCCC3)ccc2O[C@@H](C)CCCCO[C@H]1CN(C)S(=O)(=O)c1cccs1
Screen / compound no.	9	10	11	12	13	14	15	16
FN deposit inh	.	-3	2	.	.	3	-6	.
miR122 inh	-1	-6	7	-2[16.7 µM]	-7[16.7 µM]	.	.	8[16.7 µM]
Cneo AK release	26	-1	-1	-4	-2	.	-2	-1
INS-1E GSIS act	.	10	-8	-21	-26	-1	10	-4
PGC1a acetyl inh	-22	.	-8	-2	-19	3	.	-3
PglD inh	-1	3	20*	0	4	.	1	0
Statin myotox sup	44	3	-2	.	.	.	-2	.
CFTR F508del cor	.	1.4	-2.5	-2.9	2.4	2.6	-3.0	1.2

17) CCCCCCCN1C(Nc2ccccc2)=NC[C@@H]1C
18) O=C(Cc1ccc(Br)cc1)NNC(=O)Nc1ccc(Cl)cc1
19) O=C(C1CCN(S(=O)(=O)c2cccc3cccnc23)CC1)N1CCc2ccccc21
20) C/C(=N/NC(=O)c1ccc(Br)o1)c1cccc(NC(=O)c2ccc(F)cc2)c1
21) CCC(=O)N1C[C@H](C)[C@H](OC)CN(C)C(=O)c2cc(NC(=O)NC(C)C)ccc2OC[C@@H]1C
22) COc1cc(NC(=O)COC(=O)c2ccc3ccccc3n2)cc(OC)c1
23) Cc1oc(-c2cccs2)nc1CN1CCN(C2CCCC2)C(CCO)C1 (stereo not drawn)
24) O=C1CCN(Cc2ccccc2)S(=O)(=O)c2ccccc21
Screen / compound no.	17	18	19	20	21	22	23	24
FN deposit inh	11	-10	9	.	-3	-3	-7	-7
miR122 inh	.	-10	4	0	-1[16.7 µM]	-1	3	-6
Cneo AK release	-4	-2	4	-5	0	-2	-4	0
INS-1E GSIS act	6	0	.	-10	3	-10	-18	.
PGC1a acetyl inh	.	-6	-14	.	-9	.	-2	-11
PglD inh	5	8	8	-1	3	7	2	5
Statin myotox sup	-10	-8	-6	-17	0	7	-10	7
CFTR F508del cor	3.0	-1.4	.	-0.5	-1.7	0.2	2.8	2.0

25) CO[C@H]1CN(C)C(=O)c2cc(NC(=O)c3ccccc3)ccc2OC[C@H](C)N(CC2CC2)C[C@H]1C
26) Cc1ccc(C)c(NC(=S)N2CCCC2)c1
27) CN(C)Cc1ccccc1Sc1ccc(Br)cc1
28) CCCN1C(=S)SC(C)(C)C1/[N+]([O-])=C/c1ccc(S(=O)(=O)NC)cc1 (stereo not drawn)
29) O=C(O)c1ccccc1C(=O)c1ccc(N2CCOCC2)c([N+](=O)[O-])c1
30) Cc1csc(NC(=O)C(Cc2ccccc2)n2cccc2)n1 (stereo not drawn)
31) CCCC[n+]1ccn(-c2nc3ccccc3nc2[N-]S(=O)(=O)c2cccs2)c1
32) C[C@H]1CN([C@@H](C)CO)C(=O)c2cc(NC(=O)Nc3cccc4ccccc34)ccc2O[C@H]1CN(C)S(=O)(=O)c1ccc(Cl)cc1
Screen / compound no.	25	26	27	28	29	30	31	32
FN deposit inh	4	4	.	7	-4	6	4	-1
miR122 inh	-3[16.7 µM]	-7	-1	2	-12	-2	.	11[16.7 µM]
Cneo AK release	-3	2	7	2	-1	-3	-2	-4
INS-1E GSIS act	1	15	26	1	12	-8	-30	10
PGC1a acetyl inh	-3	-2	-8	-2	-5	-9	-8	?
PglD inh	5	-3	-3	4	-1	1	-2	2
Statin myotox sup	6	.	.	-5	3	22	-14	42
CFTR F508del cor	1.5	3.5	.	-0.9	0.9	0.8	0.3	-1.3

# Limited to miR122 inh and FN deposit inh, for three of the compounds above:
nr | Compound | miR122 inh | FN deposit inh
29 | O=C(O)c1ccccc1C(=O)c1ccc(N2CCOCC2)c([N+](=O)[O-])c1 | -12 | -4
30 | Cc1csc(NC(=O)C(Cc2ccccc2)n2cccc2)n1 (stereo not drawn) | -2 | 6
31 | CCCC[n+]1ccn(-c2nc3ccccc3nc2[N-]S(=O)(=O)c2cccs2)c1 | . | 4

# (next part)
33) CC(C)C[C@@H](CN)NC(=O)c1nc[nH]c1C(=O)N[C@@H](CC(C)C)C(=O)CNC[C@H](C)NC(=O)c1nc[nH]c1C(=O)N[C@@H](C)C(=O)O
34) Cc1ccc(CNC(=O)CCC(=O)N2CC(C)Oc3ccccc32)cc1 (stereo not drawn)
35) COc1ccc(S(=O)(=O)N(C)C[C@@H]2Oc3cc(-c4ccccc4OC)ccc3S(=O)(=O)N([C@@H](C)CO)C[C@@H]2C)cc1
36) CCCn1c(=O)n(C)c(=O)c2c(SC(C)C(=O)NCC3CCCO3)nc(CC(C)C)nc21 (stereo not drawn)
37) OC(CNCCc1ccccc1)c1ccccc1 (stereo not drawn)
38) COc1ccc(-c2nc3ccccc3c(=O)n2CC(C)C)cc1
39) C[C@H](CO)N1C[C@H](C)[C@@H](CN(C)S(=O)(=O)c2ccc(F)cc2)Oc2ccc(NS(=O)(=O)c3cccs3)cc2CC1=O
40) Cc1ccc(NC(=O)NC2=NN(c3ccccc3)C(=O)/C2=C2/CCCN2C)cc1
Screen / compound no.	33	34	35	36	37	38	39	40
FN deposit inh	-3	1	.	-5	.	10	0	-4
miR122 inh	2	-1	-2[16.7 µM]	2	-3	1	8[16.7 µM]	-1
Cneo AK release	-1	-1	-12	-1	1	-1	-5	-1
INS-1E GSIS act	5	-9	-35	0	-2	15	-9	-1
PGC1a acetyl inh	-5	19	-8	.	10	-10	7	.
PglD inh	5	-2	6	0	-3	11	-1	4
Statin myotox sup	9	5	-43	14	29	-4	4	-8
CFTR F508del cor	1.8	2.3	-1.3	3.6	-2.1	0.0	2.9	-0.6

# Taken from above.
# `COc1ccc(-c2nc3ccccc3c(=O)n2CC(C)C)cc1` – miR122 inh = 1
# `C[C@H](CO)N1C[C@H](C)[C@@H](CN(C)S(=O)(=O)c2ccc(F)cc2)Oc2ccc(NS(=O)(=O)c3cccs3)cc2CC1=O` – PglD inh = -1
# `OC(CNCCc1ccccc1)c1ccccc1` (stereo not drawn) – miR122 inh = -3
# `Cc1ccc(NC(=O)NC2=NN(c3ccccc3)C(=O)/C2=C2/CCCN2C)cc1` – PglD inh = 4

# The list continues:
41) COC(=O)C[C@@H]1CC[C@@H]2[C@@H](COc3ccc(NC(=O)c4ccccc4)cc3C(=O)N2C)O1
42) Cc1c(C(=O)N2CCCC2)c(S(=O)(=O)NCCc2ccccc2)c(C)n1C
43) Cc1ccccc1NC(=O)CCc1nnc2ccc(N3CCC4(CC3)OCCO4)nn12
44) Cc1cc(C(=O)O)cc(S(=O)(=O)Nc2ccccc2C(=O)NC2CC2)c1C
45) Cc1ccc(S(=O)(=O)Nc2ccc3c(c2)C(=O)N([C@@H](C)CO)C[C@@H](C)[C@H](CN(C)CC2CCCCC2)O3)cc1
46) CCCN(CC(=O)Nc1ccccc1OC)C(=O)C1CCCC1
Screen / compound no.	41	42	43	44	45	46
FN deposit inh	-3	-3	8	0	.	-3
miR122 inh	10[16.7 µM]	12	-2	-10	1[16.7 µM]	-2
Cneo AK release	-14	0	3	0	7	-1
INS-1E GSIS act	7	-1	-2	9	8	10
PGC1a acetyl inh	4	3	6	-2	.	-10
PglD inh	15	6	-6	5	1	5
Statin myotox sup	6	2	11	-8	10	8
CFTR F508del cor	2.8	1.3	-1.7	0.2	0.5	0.3

# Sorted by SMILES length (lowest first): three of the compounds above
46) CCCN(CC(=O)Nc1ccccc1OC)C(=O)C1CCCC1
42) Cc1c(C(=O)N2CCCC2)c(S(=O)(=O)NCCc2ccccc2)c(C)n1C
41) COC(=O)C[C@@H]1CC[C@@H]2[C@@H](COc3ccc(NC(=O)c4ccccc4)cc3C(=O)N2C)O1
Screen / compound no.	46	42	41
FN deposit inh	-3	-3	-3
miR122 inh	-2	12	10[16.7 µM]
Cneo AK release	-1	0	-14
INS-1E GSIS act	10	-1	7
PGC1a acetyl inh	-10	3	4
PglD inh	5	6	15
Statin myotox sup	8	2	6
CFTR F508del cor	0.3	1.3	2.8
